High-throughput results: PubChem BioAssay, several laboratories
hcDAF12 agonist: H. contortus DAF-12 activation, primary screen; HEK293 hcDAF-12 lit1-tk-luc reporter, luminescence; 0% DMSO, 100% Δ7-dafachronic acid; activation, % at 6.8 µM; 370,000 compounds, 1.4% hits;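 active = activation above the mean of all tested compounds plus 3 SD, cut at about 5.5% in these data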;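 note: 100% = response to 3 µM Δ7-dafachronic acid high control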
GC-B act: GC-B (human) receptor activation | P20594 | HEK293-GC-B cells, CNP EC30, cGMP TR-FRET; 0% at EC30 CNP, 100% saturating CNP | activation, % at 10 µM | 370,000 compounds, 0.11% hits | AID 1920062;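 active = activation at 10 µM reaching about 35% in either raw or pattern-adjusted values, limit read from the data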
SMARCA2 act: increases SMARCA2 function in MMTV reporter cells; AID 652017; MG213 cells, MMTV-luciferase reporter, dexamethasone, overnight; activation, % at 9.1 µM; 370,000 compounds, 1% hits; in the data active = activation above about 7.8%;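 note: 0% = vehicle wells and 100% = reference activator wells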
DAX1 inh-1: DAX1 (NR0B1) inhibition, primary screen | 370,000 compounds, 1.1% hits | AID 652010 | inhibition, % at 6.8 µM | HEK293T StAR-luciferase reporter, SF-1/DAX-1 repression relief;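 active = inhibition above the mean over all tested compounds plus 3 SD, cut at about 3.6% in these data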;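 note: 0% = DAX-1 cells with DMSO and 100% = cells lacking DAX-1 with DMSO; higher inhibition means more luminescence from relief of DAX-1 repression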
ADAM10 inh: inhibits human ADAM10; inhibition, % at 7 µM; O14672; recombinant ADAM10, EDANS/DABCYL FRET peptide cleavage, 3 h; 370,000 compounds, 0.62% hits;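 active = inhibition above a per-campaign cutoff equal to the mean of compounds falling between control-based bounds plus 3 SD, cut at about 20% in these data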;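 note: 0% = DMSO wells while the 100% control is not disclosed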
GAA850 FXN act: increases GAA850 frataxin promoter reporter activity; HEK293 lucGAA850 FXN promoter luciferase reporter, 24 h; percent of 10 µM SAHA response; activation, % at 6 µM; 360,000 compounds, 0.56% hits; AID 540364;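 active = activation above the average of all compounds screened plus 3 SD, cutoff fixed separately per campaign, cut at about 7.5% in these data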;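 note: 0% = DMSO wells and 100% = 10 µM SAHA wells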
DAX1 inh-2: inhibitors of human orphan nuclear receptor DAX1 (NR0B1) | P51843 | HEK293 Gal4-DAX1 luciferase reporter, luminescence | inhibition, % at 6.75 µM | 340,000 compounds, 0.99% hits | AID 504766;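 active = inhibition above the mean over all tested compounds plus 3 SD, cut at about 4.2% in these data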;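 note: 0% = DAX1-transfected cells with DMSO and 100% = empty-vector control cells with DMSO; inhibition shows as a rise in luminescence from relieved DAX1 repression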
ssDAF12 agonist: activates DAF-12 receptor from parasite S. stercoralis. HEK293 ssDAF-12/GRIP1 lit1-tk-luc reporter, luminescence; % of 3 µM dafachronic acid response. activation, % at 6.8 µM. 370,000 compounds, 1% hits;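 active = activation above the mean over all tested compounds plus 3 SD, cut at about 0.9% in these data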;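 note: 0% = DMSO-only wells and 100% = 3 µM delta7-dafachronic acid wells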
hgDAF-12 ag: hgDAF-12 agonism, primary luciferase screen. HEK293 GAL4-hgDAF12 UAS-luciferase reporter, agonist luminescence; normalized to butyrate control. activation, % at 6.8 µM. 370,000 compounds, 1.8% hits. AID 687014;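 active = activation above a cutoff set at the mean of all screened compounds plus 3 SD, cut at about 10% in these data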;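 note: 0% = DMSO wells and 100% = sodium butyrate wells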
NPR1 activator: GC-A (human) enzyme activation; P16066; AID 1671463; HEK293 GC-A cells, cGMP TR-FRET, EC30 ANP; 0% at EC30 ANP, 100% saturating ANP; activation, % at 10 µM; 370,000 compounds, 0.14% hits; in the data active = activation above about 40%
Target sequence (P16066 whole entry, looked up): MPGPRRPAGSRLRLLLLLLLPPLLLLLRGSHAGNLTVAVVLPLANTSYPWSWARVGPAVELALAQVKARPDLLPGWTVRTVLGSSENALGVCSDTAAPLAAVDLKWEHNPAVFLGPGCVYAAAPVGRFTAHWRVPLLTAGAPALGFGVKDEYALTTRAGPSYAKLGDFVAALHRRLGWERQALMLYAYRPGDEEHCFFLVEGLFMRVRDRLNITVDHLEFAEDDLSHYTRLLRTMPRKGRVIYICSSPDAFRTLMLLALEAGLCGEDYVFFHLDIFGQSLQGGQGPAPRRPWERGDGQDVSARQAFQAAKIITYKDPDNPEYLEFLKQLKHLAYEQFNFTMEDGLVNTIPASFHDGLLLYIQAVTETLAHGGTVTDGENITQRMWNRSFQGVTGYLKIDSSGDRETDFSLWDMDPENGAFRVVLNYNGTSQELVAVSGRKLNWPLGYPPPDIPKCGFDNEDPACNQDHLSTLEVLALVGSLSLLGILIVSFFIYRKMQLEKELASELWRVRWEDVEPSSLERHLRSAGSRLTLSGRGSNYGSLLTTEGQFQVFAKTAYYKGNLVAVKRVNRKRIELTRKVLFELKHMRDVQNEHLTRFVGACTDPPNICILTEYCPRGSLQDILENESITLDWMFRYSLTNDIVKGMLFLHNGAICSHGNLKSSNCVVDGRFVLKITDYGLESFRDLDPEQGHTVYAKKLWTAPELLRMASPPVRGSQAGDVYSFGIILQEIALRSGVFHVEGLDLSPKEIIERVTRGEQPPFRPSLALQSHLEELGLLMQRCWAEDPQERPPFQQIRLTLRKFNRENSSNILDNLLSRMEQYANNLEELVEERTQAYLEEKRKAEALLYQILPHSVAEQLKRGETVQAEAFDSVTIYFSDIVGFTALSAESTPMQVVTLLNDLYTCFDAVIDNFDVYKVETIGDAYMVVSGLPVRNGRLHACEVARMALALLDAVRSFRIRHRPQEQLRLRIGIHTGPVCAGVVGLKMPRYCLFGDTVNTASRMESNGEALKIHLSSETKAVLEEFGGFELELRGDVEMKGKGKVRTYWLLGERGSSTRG
HGIII-sPLA2 inh: Inhibits HGIII-sPLA2 liposome hydrolysis, primary screen; Q9NZ20; QFRET BODIPY PC-A2 liposome hydrolysis, fluorescence; 370,000 compounds, 0.56% hits; inhibition, % at 12.2 µM; AID 743126;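 active = inhibition above mean plus 3 SD of compounds lying within the high and low control bounds, cut at about 19% in these data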;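 note: 0% = median of test compound wells and 100% = no enzyme DMSO wells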
An asterisk follows results filed as active; i = inactive; . = no result given.

no.	canonical_smiles	hcDAF12 agonist	hgDAF-12 ag	SMARCA2 act	GAA850 FXN act	NPR1 activator	GC-B act	ADAM10 inh	DAX1 inh-1	HGIII-sPLA2 inh	ssDAF12 agonist	DAX1 inh-2
1	C#CCN(C)CCCOc1ccc(Cl)cc1Cl	-1.4	4.9	7	2.0	10	2	10	0.1	-3	-1.2	-0.8
2	CCCOC(=O)/C=C/c1c(C)[nH]c(=O)[nH]c1=O	-1.4	3.0	-5	1.8	-3	4	6	0.1	-3	-0.8	1.1
3	Cc1[nH]c2ccccc2c1/C=N/NC(=O)CNC(=O)c1ccco1	3.3	1.6	0	1.2	0	6	-7	0.7	0	-0.5	.
4	Cc1ccc(-c2cnc(NC(=O)CCC(=O)N3CCCCC3)n2C)cc1	-1.2	2.2	-4	-0.7	3	1	1	0.0	4	-1.3	-0.3
5	C[C@]12c3[nH]c4ccc(Cl)cc4c3CCN1C(=O)[C@@H](CC(=O)NCc1cccc(C(F)(F)F)c1)C[C@@H]2C(=O)N1CCOCC1	1.5	-0.1	-3	-8.9	-15	-6	-6	-1.0	3	-0.7	-0.7
6	CCN(C(=O)CSc1nccn1C)c1cccc2ccccc12	-1.0	-0.1	0	2.1	-4	-2	-6	-0.3	1	-0.8	-0.3
7	CCOC(=O)N1CCN(C(=O)c2oc3ccc(S(=O)(=O)N4CCCCC4)cc3c2C)CC1	-1.7	-3.8	-6	3.1	5	2	2	-1.5	-2	-2.0	-1.3
8	O=C(c1cccc(S(=O)(=O)N2CCN(c3ccc(F)cc3)CC2)c1)N1CCCCCCC1	-1.2	-4.3	-4	1.7	7	5	9	-0.4	-1	-1.2	-0.6
9	CN(C)CCn1c2c(c(SCC(=O)Nc3cccc4ccccc34)nc1=O)CCC2	-0.7	-0.2	2	0.5	-1	4	-2	-0.2	-4	0.1	-1.7
10	COc1ccc(C2CC(c3cc(Br)ccc3F)n3nnnc3N2)cc1 (centres undefined)	-0.4	0.0	0	-1.6	13	12	-3	-0.5	-14	-0.8	-0.6
11	CCNC(=O)CSc1nnc(-c2cccc(S(=O)(=O)N(CC)CC)c2)n1CCc1ccccc1	0.3	-2.2	8.9*	-0.8	-1	3	3	-0.2	3	-1.8	-0.4
12	O=C(Nc1nsc(-c2ccccc2)n1)c1ccc(F)cc1	2.7	16*	6	5.8	2	0	-8	2.6	-3	-0.5	2.6
13	O=C(O)c1cccc(NC(=O)c2ccc(S(=O)(=O)c3ccccc3)cc2)c1	0.5	-4.3	-1	1.9	-3	4	0	0.9	-11	-0.4	-0.5
14	Cc1ccc(S(=O)(=O)N(C)CC(=O)O/N=C(\N)c2cccc([N+](=O)[O-])c2)cc1	0.2	-2.7	-2	0.0	1	-1	11	-0.5	-5	-1.3	-0.1
15	CC(C)C1N(c2ccccc2)C(N)=C(C#N)C1(C#N)C#N (centres undefined)	-1.6	-3.7	-2	2.0	0	2	6	-1.4	1	-1.2	-1.9
16	COc1ccc(NC(C)=O)cc1S(=O)(=O)NC(Cc1ccccc1)C(=O)NC(C)c1ccccn1 (centres undefined)	1.9	-0.3	-1	-1.8	-1	0	-9	-1.4	3	-0.9	1.2
17	O=C(CN1C(=O)c2ccccc2S1(=O)=O)Nc1ccccn1	-1.2	0.7	-2	0.1	4	4	-9	0.2	4	-1.5	1.3
18	O=C(c1ccc2c(c1)N(Cc1ccccc1F)C(=O)c1ccccc1S2)N1CCOCC1	-1.1	1.8	1	.	4	0	5	0.1	-14	-1.5	.
19	O=[N+]([O-])c1ccccc1S(=O)(=O)Nc1ccc(-c2ccc(N3CCCC3)nn2)cc1	0.0	2.9	3	1.3	-5	-1	2	0.3	-14	-0.3	0.5
20	Cc1cccc(NC(=O)c2ccc3nc(N4CCOCC4)sc3c2)c1C	-3.1	-2.0	-2	-0.1	3	8	-8	-0.8	-2	-1.2	-1.1

Arranged by value in ssDAF12 agonist (largest number first): some entries from above
no.	SMILES	ssDAF12 agonist
5	C[C@]12c3[nH]c4ccc(Cl)cc4c3CCN1C(=O)[C@@H](CC(=O)NCc1cccc(C(F)(F)F)c1)C[C@@H]2C(=O)N1CCOCC1	-0.7
6	CCN(C(=O)CSc1nccn1C)c1cccc2ccccc12	-0.8
1	C#CCN(C)CCCOc1ccc(Cl)cc1Cl	-1.2
11	CCNC(=O)CSc1nnc(-c2cccc(S(=O)(=O)N(CC)CC)c2)n1CCc1ccccc1	-1.8

(next part)
no.	canonical_smiles	hcDAF12 agonist	hgDAF-12 ag	SMARCA2 act	GAA850 FXN act	NPR1 activator	GC-B act	ADAM10 inh	DAX1 inh-1	HGIII-sPLA2 inh	ssDAF12 agonist	DAX1 inh-2
21	COc1ccc(NS(=O)(=O)c2ccc3[nH]c(=O)[nH]c3c2)cc1	0.6	1.4	3	1.6	-3	0	4	0.5	0	-1.1	1.8
22	COc1ccc(Cl)cc1-c1cc(C(=O)Nc2ccc(C)c(NS(C)(=O)=O)c2)[nH]n1	-4.5	-6.2	-6	-4.8	21	14	12	-5.1	-22	-2.0	.
23	C=C(C)C1CC=C(CN2CCN(Cc3ccccc3)CC2)CC1 (centres undefined)	-0.7	3.4	-2	-1.1	2	5	-2	-0.4	-1	-1.5	-0.3
24	CN(c1ccccc1)S(=O)(=O)c1cccc(C(=O)NC2CC(C)(C)NC(C)(C)C2)c1	-1.1	-1.6	1	-2.2	2	-1	-6	0.5	0	-1.2	0.9
25	CCC1(CC)NC(=O)N(CC(=O)OCC(=O)Nc2cc(C)ccc2C)C1=O	-2.4	-0.5	-1	0.0	.	.	6	-0.7	1	-0.9	-0.8
26	Cc1cc(C)c2c(c1)-c1c(ssc1=S)C(C)(C)N2C(=O)CN1C(=O)c2ccccc2C1=O	-0.9	-2.8	-3	1.4	-6	-1	-6	-0.8	8	-1.9	2.0
27	CCC1CCc2c(c3ccccc3[nH]c2=O)O1 (centres undefined)	-0.5	-1.2	0	2.1	5	-2	-2	0.2	-3	-1.4	-0.4
28	Cc1ccccc1/[N+]([O-])=C/c1ccncc1	1.3	0.5	-1	0.8	3	7	-5	1.1	2	-1.1	0.0
29	COCCNc1nc(-c2cc(-c3ccccc3)on2)cc(C(C)C)n1	-2.9	0.9	0	0.2	2	-2	-87	-0.4	-4	-1.6	-0.3
30	COc1ccc(CN2CCN(Cc3nc4ccccc4s3)CC2CCO)c(C)c1C (centres undefined)	-1.8	-4.4	-2	0.8	1	3	11	-1.4	-17	-2.0	-1.4
31	CCC(O)CC(C(=O)NNc1ccccc1)C(=O)NNc1ccccc1 (centres undefined)	-0.8	-4.4	0	-0.4	2	-4	-6	0.0	-6	-0.7	0.4
32	C=CCn1c(=NC(=O)CN2C(=O)CCC2=O)sc2cccc(OC)c21	-0.9	-2.4	0	0.9	3	5	-36	-0.3	-1	-1.7	0.0
33	Cc1ccc(S(=O)(=O)N2CCN(C(C)C)CC2)cc1	-1.7	0.5	-3	0.8	3	1	11	-0.3	2	-1.2	.
34	COc1ccc(C(CNC(=O)c2cc(SC)ccc2Cl)N(C)C)cc1 (centres undefined)	-0.4	3.2	-1	1.3	-38	-18	-7	0.0	-3	-1.6	2.3
35	O=C(CCNS(=O)(=O)c1ccc(Cl)cc1)N1CCN(c2ccccn2)CC1	-2.2	2.4	-1	1.6	-2	-1	1	0.2	-2	-1.3	-0.8
36	Cc1c(NC(=O)c2cnn3c2NC(c2ccco2)CC3C(F)(F)F)c(=O)n(-c2ccccc2)n1C (centres undefined)	-0.7	0.4	0	0.0	-1	-2	2	-0.4	-2	-1.1	0.4
37	Fc1ccc(NC2=NCCCCC2)cc1	-0.4	0.3	-1	2.1	0	-2	0	0.9	0	-1.8	-0.1
38	CC(CC(=O)Nc1ccc2c(c1)OCO2)c1ccccc1 (centres undefined)	0.7	5.8	1	1.5	1	-3	2	0.8	-6	-0.4	1.4
39	COc1cccc(N(CC(=O)NCCSCc2ccc(C)cc2)S(C)(=O)=O)c1	-2.6	-1.4	-1	0.6	-2	2	1	-0.3	-5	-1.6	2.7
40	CCCc1ccc(NC(=O)C2CCCN(c3cnccn3)C2)cc1 (centres undefined)	-1.8	3.1	1	1.0	2	0	-32	-0.2	1	-1.4	0.6

Sorted by length of the SMILES (descending): three of the compounds above.
no.	canonical_smiles	hcDAF12 agonist	hgDAF-12 ag	SMARCA2 act	GAA850 FXN act	NPR1 activator	GC-B act	ADAM10 inh	DAX1 inh-1	HGIII-sPLA2 inh	ssDAF12 agonist	DAX1 inh-2
22	COc1ccc(Cl)cc1-c1cc(C(=O)Nc2ccc(C)c(NS(C)(=O)=O)c2)[nH]n1	-4.5	-6.2	-6	-4.8	21	14	12	-5.1	-22	-2.0	.
34	COc1ccc(C(CNC(=O)c2cc(SC)ccc2Cl)N(C)C)cc1 (centres undefined)	-0.4	3.2	-1	1.3	-38	-18	-7	0.0	-3	-1.6	2.3
23	C=C(C)C1CC=C(CN2CCN(Cc3ccccc3)CC2)CC1 (centres undefined)	-0.7	3.4	-2	-1.1	2	5	-2	-0.4	-1	-1.5	-0.3

Additional records
no.	canonical_smiles	hcDAF12 agonist	hgDAF-12 ag	SMARCA2 act	GAA850 FXN act	NPR1 activator	GC-B act	ADAM10 inh	DAX1 inh-1	HGIII-sPLA2 inh	ssDAF12 agonist	DAX1 inh-2
41	O=c1nc2ccc(Cl)cn2c2ccc(S(=O)(=O)N3CCCCC3)cc12	-0.4	-0.2	-2	0.0	3	-3	i	-0.2	-13	-0.7	-0.4
42	O=C(CSc1nnc(COc2ccc(Cl)cc2)o1)N1CCCCC1	-0.1	-2.2	-3	-0.8	14	7	-1	-0.3	-2	-1.4	-0.8
43	CCCn1c(NCc2cccc(OC)c2O)nc2ccccc21	-0.2	2.3	0	3.0	-11	-8	11	-0.2	-14	-0.4	2.3
44	CC1(C)CC(=O)C2=C(C1)Nc1ccccc1NC2c1cccnc1 (centres undefined)	-0.2	-0.7	-3	2.5	-1	4	2	0.1	9	-1.6	0.0
45	COc1ccc(-n2ncc3c2CC(C)(C)CC3NC(=O)c2cn[nH]c2)cc1 (centres undefined)	-0.1	-1.4	0	0.6	-2	-1	4	1.2	1	-1.2	0.6
46	COc1ccc(CCN=C(N)NS(=O)(=O)c2ccc(F)cc2)cc1OC	-1.5	-3.7	-2	0.3	3	0	-12	-2.6	-7	-1.1	-0.4
47	O=C(/C=C/c1ccccc1)NC(=S)NNS(=O)(=O)c1ccccc1	0.6	5.4	2	2.0	0	-3	5	1.2	-5	-1.3	-0.2
48	CC1(c2ccc(OC(F)F)cc2)NC(=O)N(CC(=O)Nc2ccccc2)C1=O (centres undefined)	1.0	1.7	-2	2.5	3	0	0	0.6	-4	-0.5	-0.2
49	COc1ccc(OC)c(C(c2c(C)[nH][nH]c2=O)c2c(C)[nH][nH]c2=O)c1	-0.4	0.3	-3	0.9	1	8	-21	-0.3	-40	-1.1	-2.0
50	C[C@@H]1CN(C(=O)c2nc3ccc(Cl)cn3c2CN(C)CCc2cnn(C)c2)C[C@H](C)O1	2.6	-0.5	0	1.9	4	0	-5	0.0	-2	-0.6	1.1
51	O=C(Nc1ccon1)c1cccc(S(=O)(=O)N2CCCCC2)c1	5.5	3.0	2	-1.3	3	1	0	-0.6	-1	-0.5	0.1
